Screening results from PubChem BioAssay.
NCOA1 inh – SRC1 coactivator transcriptional activity inhibitors, primary screen, cell-based, luminescence | Nuclear receptor coactivator 1 (Homo sapiens), Q15788 | inhibition, % at 3.6 µM | HEK293 GAL4-SRC1 luciferase reporter | hit rate 0.12% among 360,000 | AID 588354, 2011;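 active = inhibition above the campaign mean plus 3 SD, with each screening campaign given its own cutoff, cut at about 60% in these data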;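 also: 0% = DMSO treated cells and 100% = gossypol at 36 µM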
EBV LMP1 NFkB – EBV LMP1-driven NF-kappaB luciferase reporter inhibitors, primary screen, cell-based, luminescence, single point. LMP1-induced NF-kappaB luciferase reporter cells. inhibition, % at 12.5 µM. hit rate 0.69% among 350,000. AID 504558, 2011; in the data active = inhibition above about 41%; inconclusive = no clear call, values can overlap the other calls;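 also: 0% = neutral control wells and 100% = reference inhibitor control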
TROY NFkB inh – inhibitors of TROY-driven NF-kB signaling, primary screen, Q293 LMP1-TROYcd cells, NF-kB luciferase, uHTS; Q293 LMP1-TROYcd NF-kB luciferase reporter, 4 h; inhibition, % at 10 µM; hit rate 0.98% among 360,000; AID 1347056, 2019;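 active = compounds whose plate-normalised and pattern-corrected inhibition of the luciferase reporter signal at the single screening dose is 50% or more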
COUP-TFII inh – NR2F2 transcriptional activity inhibitors, primary screen, cell-based, luciferase reporter, HEK293T, luminescence | COUP transcription factor 2 (Homo sapiens), P24468 | HEK293T NGFI-A luciferase reporter | inhibition, % at 8.6 µM | hit rate 0.7% among 370,000 | AID 686940, 2013;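 active = inhibition above a per-plate cutoff, mean inhibition of test wells between control levels plus 3 SD, cut at about 38% in these data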;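 also: cells cotransfected with COUP-TFII expression vector driving the NGFI-A reporter; 0% = median of COUP-TF2 test wells and 100% = reporter-only cells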
Target sequence (P24468 whole entry, looked up): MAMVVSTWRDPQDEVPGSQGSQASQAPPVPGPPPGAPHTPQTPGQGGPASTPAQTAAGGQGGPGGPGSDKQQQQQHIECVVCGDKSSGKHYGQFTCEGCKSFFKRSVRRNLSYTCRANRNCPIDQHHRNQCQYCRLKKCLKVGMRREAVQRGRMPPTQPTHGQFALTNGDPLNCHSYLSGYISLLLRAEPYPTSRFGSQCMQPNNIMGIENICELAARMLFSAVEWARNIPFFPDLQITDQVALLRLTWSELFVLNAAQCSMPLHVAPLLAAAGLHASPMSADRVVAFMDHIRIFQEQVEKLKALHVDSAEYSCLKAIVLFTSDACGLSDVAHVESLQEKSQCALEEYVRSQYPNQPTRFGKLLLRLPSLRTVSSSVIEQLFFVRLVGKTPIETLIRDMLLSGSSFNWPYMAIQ
C8 TRAIL sens – viability loss with TRAIL in NB7+C8 cells, primary screen, TRAIL sensitizer project, cell-based, ATPlite luminescence; inhibition (viability loss, TRAIL sensitization), % at 10 µM; hit rate 1% among 360,000; AID 624354, 2012;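 active = compounds causing at least 50% loss of cell viability in the single-dose screen, relative to plate controls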
NOD2-RIPK2 inh – NOD2-RIPK2 binding disruptors in cells, primary screen, fluorescence, CHO cells, BLA complementation; hit rate 0.38% among 360,000; CCF4 ratio; inhibition, % at 4.98 µM; Receptor-interacting serine/threonine-protein kinase 2 (Homo sapiens), O43353; in the data active = inhibition above about 21%;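 also: 0% = vehicle only and 100% = reference blocker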
Target sequence (O43353 whole entry, looked up): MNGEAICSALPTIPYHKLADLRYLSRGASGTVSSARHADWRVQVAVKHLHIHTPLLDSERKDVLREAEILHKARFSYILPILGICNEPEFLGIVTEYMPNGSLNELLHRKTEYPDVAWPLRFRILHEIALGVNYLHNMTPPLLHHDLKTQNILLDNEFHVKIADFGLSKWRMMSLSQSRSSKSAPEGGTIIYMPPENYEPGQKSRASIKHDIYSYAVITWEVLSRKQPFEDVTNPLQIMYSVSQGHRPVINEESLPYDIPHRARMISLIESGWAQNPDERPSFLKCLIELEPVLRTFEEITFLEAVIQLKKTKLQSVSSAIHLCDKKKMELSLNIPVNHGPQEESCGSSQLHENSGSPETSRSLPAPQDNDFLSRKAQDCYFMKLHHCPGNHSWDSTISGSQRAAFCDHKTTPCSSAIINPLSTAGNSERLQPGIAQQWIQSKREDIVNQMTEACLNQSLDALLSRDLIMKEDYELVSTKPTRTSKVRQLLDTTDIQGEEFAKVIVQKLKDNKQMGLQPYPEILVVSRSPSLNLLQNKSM
NCOA2 inhibitor – inhibition of GAL4-SRC2 driven luciferase reporter, primary screen, SRC2 inhibitor project, cell-based, luminescence | AID 651957, 2012 | inhibition, % at 9 µM | Nuclear receptor coactivator 2 (Homo sapiens), Q15596 | hit rate 0.17% among 370,000 | HEK293 GAL4-SRC2 luciferase reporter;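 active = inhibition above the mean inhibition of all tested compounds plus 3 SD, set per campaign, cut at about 52% in these data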;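 also: 0% = DMSO treated cells and 100% = cells given Gossypol at 36 µM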
NR5A2 inv ag – LRH-1 (NR5A2) inverse agonists, primary screen, cell-based, luminescence, HEK293T, StAR-luciferase reporter; Nuclear receptor subfamily 5 group A member 2 (Homo sapiens), O00482; LRH-1 transfected, 24 h; inhibition, % at 3.6 µM; hit rate 0.13% among 360,000; AID 602396, 2012;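 active = inhibition above the mean inhibition of all tested compounds plus 3 SD, cut at about 73% in these data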;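 also: 0% = DMSO wells and 100% = reporter-only cells lacking LRH-1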
TWEAK-Fn14 inh – inhibitors of TWEAK-Fn14 signaling, primary screen, luciferase reporter cells, uHTS. AID 1159606, 2016. hit rate 2% among 360,000. inhibition, % at 10 µM. TWEAK-stimulated Fn14 reporter cells, luciferase luminescence, 8 h; in the data active = inhibition above about 50%
TLR9-MyD88 inh – inhibitors of TLR9-MyD88 association in cells, primary screen, cell-based, CHO, BLA complementation, fluorescence; inhibition, % at 4.98 µM; hit rate 0.21% among 340,000; Toll-like receptor 9 (Homo sapiens) + Myeloid differentiation primary response protein …; CCF4 FRET ratio;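 active = inhibition above the mean over all tested compounds plus 3 SD, cut at about 21% in these data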;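 also: 0% = DMSO only wells and 100% = clavulanate BLA inhibitor control wells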
SRC3 inh – SRC3 coactivator transcriptional activity inhibitors, primary screen, cell-based, luminescence. Nuclear receptor coactivator 3 (Homo sapiens), Q9Y6Q9. HEK293 GAL4-SRC3 luciferase reporter. inhibition, % at 3.6 µM. hit rate 0.17% among 360,000;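 active = inhibition above a per-campaign cutoff, the mean of all compounds plus 3 SD, cut at about 60% in these data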;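 also: 0% = DMSO-treated cells and 100% = gossypol-treated cells at 36 µM; higher means less SRC3-driven luciferase light from the GAL4 reporter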
Active calls of the source: *; ? = inconclusive; · = not tested or not shown. The list is partial; the hit share may differ from the screen's.

Results follow in this order: SRC3 inh	COUP-TFII inh	TLR9-MyD88 inh	EBV LMP1 NFkB	NOD2-RIPK2 inh	TROY NFkB inh	NCOA2 inhibitor	C8 TRAIL sens	TWEAK-Fn14 inh	NCOA1 inh	NR5A2 inv ag
O=C(NC(=S)N(Cc1ccccc1)c1ccccn1)C1CCCCC1
  8	-28	-5	5	-15	2	-4	0	6	-12	9
COc1ccc(-c2noc(=O)[nH]2)cc1
  10	5	-10	1	2	5	7	15	-3	3	8
O=C(Nc1cccc(-c2csc(Nc3ccc(Cl)cc3)n2)c1)c1cc([N+](=O)[O-])cc(C(F)(F)F)c1
  5	-6	-11	-19	2	3	-15	16	51*	8	5
COC(=O)C1=C(C)Nc2c(c(=O)n(C)c(=O)n2C)C1c1cccnc1 (stereo unspecified)
  14	-18	3	-7	-7	18	-17	-22	-2	-4	-15
COc1cccc(C(=O)Nc2nnc(SCC(=O)Nc3ccc(NC(C)=O)cc3)s2)c1
  -121	-65	8	2	9	-47	-65	68*	15	-71	-111
COc1cccc2cc(C(=O)NCCc3ccccc3)oc12
  -28	-18	-13	-22	-10	-35	-88	1	-12	-45	-40
Cc1cc(NC(=O)c2cc3ccccc3o2)ccc1NC(=O)c1ccccc1
  -10	7	-2	-4	-1	-8	-17	6	4	-12	-10
CCCc1ccc(S(=O)(=O)N(C)S(=O)(=O)c2ccc(F)cc2)cc1
  -1	-12	-7	-1	-11	6	6	-2	3	21	0
CC(COc1ccccc1)N1CCC(CO)(CCc2ccccc2)CC1 (stereo unspecified)
  -18	-4	-20	-5	-2	3	-5	3	-6	15	-1
COC(=O)C1=COC(OC2OC(CO)C(O)C(O)C2O)C2C(C)CC(=O)C12 (stereo unspecified)
  -1	16	·	·	-21	1	2	-11	13	6	5
COc1ccc(CNC(=O)c2ccc(S(=O)(=O)N3CCCC3)cc2)cc1OC
  14	1	-16	-6	2	26	13	-5	0	-9	22
O=C(COC(=O)[C@@H]1CCCN1S(=O)(=O)c1ccc(Cl)cc1)NCC(F)(F)F
  10	9	-6	0	0	10	8	-8	10	-8	2
COc1ccc2nc(NC(=O)c3ccoc3C)sc2c1
  -76	-55	-1	-10	7	-6	-43	39	59*	-100	-116
COc1ccc(C(=O)CSc2nc(C)cc(C)n2)cc1[N+](=O)[O-]
  8	9	-1	-13	-4	0	-26	-15	-13	1	4
Cc1ccccc1C(=O)c1cccn1CC(=O)NCC(C)c1ccccc1 (stereo unspecified)
  4	1	9	-3	-1	5	6	2	6	4	6

Continuation:
Results follow in this order: SRC3 inh	COUP-TFII inh	TLR9-MyD88 inh	EBV LMP1 NFkB	NOD2-RIPK2 inh	TROY NFkB inh	NCOA2 inhibitor	C8 TRAIL sens	TWEAK-Fn14 inh	NCOA1 inh	NR5A2 inv ag
COc1ccc(CNS(=O)(=O)c2ccc(NC(=O)N3CCCCC3)cc2)cc1
  5	21	-5	7	-5	6	11	2	1	5	12
COc1ccc(OCc2cc(C(=O)NC(C)Cc3cnccn3)no2)c(Cl)c1 (stereo unspecified)
  -87	-20	-8	-23	-9	-49	-44	1	-33	-40	-31
Cc1cccc(CN2CCN(Cc3cnn(-c4ccccc4F)c3)CC2CCO)n1 (stereo unspecified)
  15	6	1	-5	-3	-9	-5	20	6	-11	3
NC(=O)C1CC(=O)N(Cc2ccc3c(c2)OCO3)C(=Nc2ccccc2)S1 (stereo unspecified)
  -11	-9	2	-9	1	-6	-9	6	-8	-2	30
C=CCn1nnnc1-c1cccc(Cl)c1
  10	-22	5	-1	-1	8	-45	8	4	1	8
Cc1ccc(CN2CCS(=O)(=O)CC2)o1
  17	15	3	9	8	-9	17	2	3	-18	-9
S=C(Nc1ccc(Br)cc1)NC1CCCCC1
  -62	-16	-7	-16	3	-69	-48	0	-40	-46	-53
COc1ccc(C=NNc2nc3ccccc3s2)cc1
  -106	-39	-8	?	2	57*	-39	47	78*	-108	-97
COc1ccc(N(CC(=O)N2CCN(c3ccccc3F)CC2)S(=O)(=O)c2ccc(C)cc2)cc1
  11	-13	-10	-22	-8	-13	-2	-9	7	0	-3
CCOC(=O)C1CCCN(C(=O)c2ccncc2)CC1 (stereo unspecified)
  0	9	·	·	-5	2	-4	-9	-1	5	-4
COc1ccc(COC(=O)c2sc3nc4n(c(=O)c3c2C)CCC4)cc1
  -1	2	-7	2	-1	5	-10	0	-26	-13	9
CC1CCCN(C(=O)Nc2cccc(NC(=O)N3CCCC(C)C3C)c2)C1C (stereo unspecified)
  1	9	-11	3	4	12	-19	-5	-15	-22	-10
O=C(/C=C/c1ccco1)OCn1nnc2ccccc2c1=O
  -4	-1	6	4	-3	10	0	0	-2	1	-10
COc1cccc(-c2coc3cc4oc(=O)c(CCC(=O)O)c(C)c4cc23)c1
  11	4	-5	10	-12	18	2	7	3	14	7
Cc1ccc(C(=O)Nc2nnc(-c3cccs3)s2)cc1C
  -47	-20	3	-30	-8	-32	-56	9	-15	-59	-39

The list goes on:
Results follow in this order: SRC3 inh	COUP-TFII inh	TLR9-MyD88 inh	EBV LMP1 NFkB	NOD2-RIPK2 inh	TROY NFkB inh	NCOA2 inhibitor	C8 TRAIL sens	TWEAK-Fn14 inh	NCOA1 inh	NR5A2 inv ag
COc1ccccc1N1CCN(C(=O)CCc2nnc3ccc(N4CCC(C)CC4)nn23)CC1
  22	14	0	-4	-10	16	-2	10	20	-38	-1
Cc1ccc(NC(=O)CS(=O)Cc2nc(-c3ccc(C)cc3)oc2C)cc1 (stereo unspecified)
  -13	13	0	0	10	-5	-20	-14	-13	1	-8
COc1ccc(OC)c(NC(=O)C2CCCN2S(=O)(=O)c2cccc3nsnc23)c1 (stereo unspecified)
  -21	16	-3	6	1	-3	-6	-6	-29	3	30
CC(=O)c1cccc(NC(=O)c2csc(-n3nc(C)cc3C(F)(F)F)n2)c1
  14	-8	-1	-1	-8	4	-19	-12	0	13	-1
CCC(Sc1nc(C)cc(=O)[nH]1)C(=O)Nc1nc(-c2ccccc2)cs1 (stereo unspecified)
  4	-4	-4	-12	-6	29	-5	2	25	0	-33
O=C(NCC(=O)N(CCN1CCOCC1)C(C(=O)NC1CCCC1)c1cccs1)c1ccco1 (stereo unspecified)
  12	-10	3	4	-2	-5	-14	-12	-7	-8	0
O=C(Nc1cccc(C(=O)Nc2ccc(Cl)cn2)c1)c1ccccc1
  -25	-26	9	-2	5	-21	-26	-17	-3	-5	-29
CN(Cc1ccc(OC(F)F)cc1)C(=O)c1ccccc1Sc1ccccc1C#N
  0	0	-4	7	-8	3	12	22	-16	-2	-38
CCN(Cc1ccccc1)S(=O)(=O)c1cc(C(=O)O)ccc1OC
  21	-4	12	2	3	-21	-14	1	8	0	7
Cc1ccccc1OCC(=O)N/N=C/c1cccn1C
  9	4	-4	-4	-20	-6	-18	-2	-15	-4	23
CCOc1ccc(-c2cc(C(=O)NN=C3CCN(C)CC3)[nH]n2)cc1
  -56	-28	6	5	8	-20	-62	26	2	-139	-117
CC(C)NC(=O)CSc1nnc(-c2ccco2)n1N
  -20	-12	-6	-3	-8	12	-2	-3	8	5	15
CCCCC(C(=O)O)C(C)CC(=O)NNC(=O)c1ccco1 (stereo unspecified)
  -1	14	3	-1	3	-4	17	-10	6	-36	-17
Cc1cccc(-n2cc(C(=O)O)c(=O)cc2C)c1
  6	-1	13	-2	-16	8	12	-3	-9	-2	-3
CC(NC(=O)COc1ccccc1)C(=O)NCc1ccccc1Cl (stereo unspecified)
  -6	27	-1	4	-1	-9	-15	-2	5	-1	12

Remaining list, next part
Results follow in this order: SRC3 inh	COUP-TFII inh	TLR9-MyD88 inh	EBV LMP1 NFkB	NOD2-RIPK2 inh	TROY NFkB inh	NCOA2 inhibitor	C8 TRAIL sens	TWEAK-Fn14 inh	NCOA1 inh	NR5A2 inv ag
Cc1ccccc1N(C(=O)Cc1c[nH]c2ccccc12)C(C(=O)NC1CCCCC1)c1ccco1 (stereo unspecified)
  12	-5	5	-7	0	-24	-4	0	-6	-3	-10
COc1ccc(NC(=S)N2C3CCC2CC(NC(=O)NC24CC5CC(CC(C5)C2)C4)C3)c(OC)c1 (stereo unspecified)
  2	-3	9	-5	0	-3	11	-1	-4	13	-5
S=C(NC1CCCCC1)N1CCCCC1
  20	18	2	0	-16	-6	-6	0	-16	-15	0
CCOc1ccc(Br)cc1S(=O)(=O)Nc1ccc(Cl)c(S(=O)(=O)N(C)C)c1
  20	13	-8	13	-2	37	-14	21	6	-9	6
O=C(NC1CCCCC1)N1CCC(c2nc(-c3ccc(S(=O)(=O)N4CCCC4)cc3)no2)CC1
  15	·	7	0	-1	4	·	0	32	-53	23
O=C(CCS(=O)(=O)Cc1ccccc1F)NCCc1ccc(Cl)cc1
  -6	-3	-11	1	12	11	-4	3	-1	-50	12
Cc1cc(C(=O)CSc2nc(N)cc(N)n2)c(C)n1C1CC1
  -8	-3	0	-5	-3	1	-10	1	-2	10	-4
CC(C)(C)c1csc(NC(=O)Nc2ccccc2)n1
  -64	-26	-7	-34	-1	-40	-69	54*	26	-83	-106
O=C(NCc1ccco1)c1ccc(Cl)c(S(=O)(=O)N2CCc3ccccc32)c1
  15	19	-8	11	-6	17	8	10	30	2	1
COc1ccc(CCCCCCOCc2ccccc2)cc1
  -7	-11	-4	-2	-9	0	17	1	-17	-5	0
CC(C)(C)c1ccc(NC(=O)COC(=O)c2ccc([N+](=O)[O-])s2)cc1
  8	-4	2	-4	0	-3	-24	-3	-3	-5	1
CCC(C)C(NS(=O)(=O)c1ccc(C)cc1)C(=O)NCCCN1CCOCC1 (stereo unspecified)
  10	4	4	0	-13	-28	-25	6	12	4	3
O=C(NNC(=O)C1[C@H]2CCCC[C@@H]12)Nc1cccc2ccccc12 (stereo partly specified)
  21	-2	-11	-5	0	2	4	10	48	19	0
COc1ccccc1/C=N/NC(=O)c1ccc(NC(=O)c2ccccc2Br)cc1
  23	-19	2	-1	1	0	8	-2	21	-25	20
Cc1ccc(N2CC(=O)N(CC(=O)O)C2=O)cc1
  2	4	1	8	-7	4	14	-4	-5	-5	-6
COCCn1c(=O)[nH]c2cc(C(=O)NCC3CCCO3)ccc2c1=O (stereo unspecified)
  11	16	-4	-4	-2	-1	-7	-8	2	-30	18
CC1(C)CC(NC(=O)c2ccc(F)cc2)CC(C)(C)N1
  -1	14	0	-7	-6	-1	-25	-13	3	-13	6
CC(=O)Nc1ccc(NC(=O)Cn2cnc3c(nnn3Cc3ccc(F)cc3)c2=O)cc1
  9	-6	1	0	5	-12	2	-5	-3	6	39
